Source: PubChem
Casp6 inh = blocks human caspase-6 cleavage activity | inhibition, % at 12.5 µM | purified caspase-6, Z-VEID-R110 cleavage fluorescence | 0.53% of 350,000 active | AID 686996 | P55212;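 active = mean inhibition across replicates at least about 35%, with every replicate also reaching that limit, limit read from the data; inconclusive = only one of the two criteria met; inactive = neither criterion met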;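 also: 0% = median of neutral control wells and 100% = no fluorescence left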
Target sequence (P55212 24-179 limits assumed): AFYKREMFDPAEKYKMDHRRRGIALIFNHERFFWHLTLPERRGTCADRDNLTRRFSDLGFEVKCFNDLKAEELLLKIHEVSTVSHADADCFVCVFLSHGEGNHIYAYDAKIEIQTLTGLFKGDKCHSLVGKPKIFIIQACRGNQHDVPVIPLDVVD
Target sequence (P55212 194-293 limits assumed): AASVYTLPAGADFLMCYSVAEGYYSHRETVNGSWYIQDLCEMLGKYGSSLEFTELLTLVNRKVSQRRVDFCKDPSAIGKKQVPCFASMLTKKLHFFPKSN
EWS-Fli inh = inhibitors of EWS/Fli oncoprotein transcriptional activity; AID 651661; 0.67% of 350,000 active; A673 NR0B1-luciferase reporter, viability-normalised; inhibition, % at 12.6 µM;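 active = mean inhibition of at least 50% after viability correction, with every replicate also passing that limit; inconclusive = mean reaches 50% but only one of two replicates passes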;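 also: firefly luciferase signal divided by Alamar Blue viability fluorescence both relative to DMSO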
SIRT5 block = sirtuin-5 (human) deacylase inhibition; Q9NXA8; Purified SirT5, succinyl-peptide AMC, trypsin-coupled fluorescence; inhibition, % at 15 µM; 1.1% of 330,000 active; AID 652115; in the data active = inhibition above about 15%; inconclusive = no clear call, values can overlap the other calls
Target sequence (Q9NXA8 whole entry, looked up): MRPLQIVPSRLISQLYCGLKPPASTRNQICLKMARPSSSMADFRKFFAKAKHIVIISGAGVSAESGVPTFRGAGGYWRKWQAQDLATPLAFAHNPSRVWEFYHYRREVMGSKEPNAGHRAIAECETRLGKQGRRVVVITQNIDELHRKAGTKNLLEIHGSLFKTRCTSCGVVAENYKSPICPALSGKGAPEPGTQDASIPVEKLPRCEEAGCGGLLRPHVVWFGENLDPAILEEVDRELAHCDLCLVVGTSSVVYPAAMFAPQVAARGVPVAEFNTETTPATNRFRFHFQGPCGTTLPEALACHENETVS
LGR2 antag = inhibitors of bursicon-induced Drosophila LGR2 receptor cAMP signaling. inhibition, % at 9.99 µM. 0.35% of 380,000 active. HEK293 LGR2, CRE-luciferase, bursicon-stimulated, 4 h;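 active = drop in luminescence signal, shown as inhibition above about 50% in the replicate tests, limit read from the data, passing the limit was not always enough; inconclusive = probably only some replicates passing the limit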;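 also: agonist challenge used bursicon conditioned medium at about half maximal strength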
ARNT TACC3 PPI = disruptors of human ARNT/TACC3 interaction; Q9Y6A5; AlphaScreen His-ARNT PAS-B/GST-TACC3 binding, luminescence; TACC3 fragment carries E629A point mutation; inhibition, % at 9.99 µM; 0.66% of 390,000 active;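 active = mean inhibition of replicates at least 50% and at least half of replicates each reaching 50%; inconclusive = half or more replicates reach 50% but mean below 50%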;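 also: 0% = complete ARNT plus TACC3 wells and 100% = ARNT alone without TACC3; many hits fall short of the cut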
DENV2 CPE = inhibitors of DENV2 cytopathic effect | 1.7% of 350,000 active | DENV2-infected cells, cytopathic effect rescue, plate reader | CPE inhibition, % at 9.99 µM; in the data active = CPE inhibition above about 20%, passing the limit was not always enough; inconclusive = no clear call, values can overlap the other calls; tested in BHK-21 cells;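 also: 0% = median of neutral control wells and 100% = median of positive control wells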
PAX8 reporter = lowers PAX8-driven luciferase in RMG-I cells; 1.2% of 360,000 active; AID 652154; inhibition, % at 12.6 µM; RMG-I TPO-luciferase reporter, SteadyGlo, 24 h;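 active = mean replicate inhibition at least 60% with every replicate also reaching 60%; inconclusive = only one of the two criteria is met; inactive = mean below 60% and not all replicates reaching 60%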;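 also: luciferase light reporting Pax8 driven TPO promoter activity; plate controls were median of neutral control wells for no effect and mitoxantrone controls for full effect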
Starred values were filed as active, the others as inactive; u = inconclusive; x = not tested or not shown. No enrichment for hits; 4.9% or so of the library scored in one or more.

SMILES	Casp6 inh	EWS-Fli inh	SIRT5 block	LGR2 antag	ARNT TACC3 PPI	DENV2 CPE	PAX8 reporter
COCCn1c(SC(C)C(=O)Nc2ccc(Cl)cn2)nnc1-c1ccncc1 (centres undefined)	-2	5	0	-4	-5	-4	6
COc1ccccc1-c1cnc2c(c1)C(=O)N([C@H](C)CO)C[C@H](C)[C@H](CN(C)Cc1ccc(F)cc1)O2	-1	-4	-2	-5	9	10	13
NC(=O)COC(=O)CCCSc1nc2ccccc2s1	1	12	0	4	-2	-5	-4
C[C@@H]1CN([C@H](C)CO)C(=O)Cc2cc(NS(=O)(=O)c3ccc(F)cc3)ccc2O[C@H]1CN(C)C(=O)NC1CCCCC1	2	-8	-4	-1	-12	4	-6
COc1ccc(NC(=O)Nc2ccc3c(c2)C(=O)N([C@@H](C)CO)C[C@@H](C)[C@H](CN(C)S(=O)(=O)c2cn(C)cn2)OCCCC[C@H](C)O3)cc1	x	-9	x	-6	5	u	5
O/C(=C\c1ccc2ccccc2n1)c1ccncc1	1	-14	4	-121	-3	-2	3
COc1ccc(CCNC(=O)c2cc(-c3cccs3)on2)cc1OC	0	-62	8	-43	-6	x	x
O=C(c1ccccc1)N1CCC(=O)N(C(CO)Cc2ccccc2)CC1 (centres undefined)	1	4	1	3	22	u	-17
O=C(C1=NN(c2ccccc2)C(=O)CC1)N1CCc2ccccc2C1	2	3	0	-1	-14	1	13
COC(=O)CC1C(=O)NCCN1C(=O)c1ccc(S(=O)(=O)N2CCOCC2)cc1 (centres undefined)	0	-10	-5	15	-2	-1	-21

Three entries already listed, ordered by molar mass, ascending.
SMILES	Casp6 inh	EWS-Fli inh	SIRT5 block	LGR2 antag	ARNT TACC3 PPI	DENV2 CPE	PAX8 reporter
O=C(c1ccccc1)N1CCC(=O)N(C(CO)Cc2ccccc2)CC1 (centres undefined)	1	4	1	3	22	u	-17
COC(=O)CC1C(=O)NCCN1C(=O)c1ccc(S(=O)(=O)N2CCOCC2)cc1 (centres undefined)	0	-10	-5	15	-2	-1	-21
COc1ccccc1-c1cnc2c(c1)C(=O)N([C@H](C)CO)C[C@H](C)[C@H](CN(C)Cc1ccc(F)cc1)O2	-1	-4	-2	-5	9	10	13

Returning to the listing; the 6 compounds before the break are reprinted first.
SMILES	Casp6 inh	EWS-Fli inh	SIRT5 block	LGR2 antag	ARNT TACC3 PPI	DENV2 CPE	PAX8 reporter
COc1ccc(NC(=O)Nc2ccc3c(c2)C(=O)N([C@@H](C)CO)C[C@@H](C)[C@H](CN(C)S(=O)(=O)c2cn(C)cn2)OCCCC[C@H](C)O3)cc1	x	-9	x	-6	5	u	5
O/C(=C\c1ccc2ccccc2n1)c1ccncc1	1	-14	4	-121	-3	-2	3
COc1ccc(CCNC(=O)c2cc(-c3cccs3)on2)cc1OC	0	-62	8	-43	-6	x	x
O=C(c1ccccc1)N1CCC(=O)N(C(CO)Cc2ccccc2)CC1 (centres undefined)	1	4	1	3	22	u	-17
O=C(C1=NN(c2ccccc2)C(=O)CC1)N1CCc2ccccc2C1	2	3	0	-1	-14	1	13
COC(=O)CC1C(=O)NCCN1C(=O)c1ccc(S(=O)(=O)N2CCOCC2)cc1 (centres undefined)	0	-10	-5	15	-2	-1	-21
Cc1noc(C)c1NC(=O)Nc1ccc2c(c1)C(=O)N([C@@H](C)CO)C[C@@H](C)[C@H](CN(C)Cc1ccc(C(=O)O)cc1)O2	-2	-2	3	-10	-6	4	x
C[C@H](O)C#Cc1cnc2c(c1)C(=O)N([C@H](C)CO)C[C@@H](C)[C@@H](CN(C)C(=O)c1ccc(F)cc1)O2	-3	-2	-3	-2	-5	7	x
COc1ccc2c3c(n(C)c2c1)[C@H](CO)N(C(=O)c1ccccn1)CC31CN(C)C1	x	-8	x	2	x	-5	x
Cc1ccc(OCC(=O)NNC(=S)NC(=O)C2CC2)c(C)c1	-3	x	1	8	12	x	20
O=C(NCCC1=CCCCC1)c1cc(-c2ccncc2)nc2ccccc12	-1	4	2	-5	-8	-3	6
O=C(CN1CCN(c2ccccc2)CC1)Nc1scc2c1c(=O)oc1ccccc12	2	-5	-2	-5	-3	3	27
CS(=O)(=O)Nc1ccc2c(c1)[C@@H]1C[C@H](CC(=O)NCc3cc(F)ccc3F)O[C@@H](CO)[C@@H]1O2	0	0	2	2	3	-3	5
C[C@H](CO)N1C[C@H](C)[C@@H](CN(C)C(=O)Nc2ccc(F)cc2)Oc2ccc(NC(=O)c3ccncc3)cc2C1=O	0	-9	2	-21	-11	-6	1
CC=Cc1ccc2n(c1=O)C[C@@H]1[C@@H](CO)[C@H](C(=O)NCC)[C@H]2N1CCC(F)(F)F (mixture of isomers)	-1	1	-20	4	-3	8	-2
Cc1ccc(/C=N/NC(=O)c2nnn(-c3nonc3N)c2CN(C)C2CCCCC2)cc1	-1	x	-5	8	x	-6	-19
Cc1c(C(=O)N2CCCC2)c(S(=O)(=O)Nc2ccccc2Cl)c(C)n1C	4	x	-2	15	-2	-4	4
O=C(COc1ccc(-c2nnco2)cc1)Nc1c(F)cccc1F	4	-19	0	-5	-2	4	-24
CC(=O)N(Cc1cccnc1)c1cccc(-c2nc3ccccc3s2)c1	-3	-2	-1	-9	0	0	8
Cc1ccc(S(=O)(=O)N(CCCO)Cc2cc3c(C)ccc(C)c3[nH]c2=O)cc1	5	-10	-2	4	-2	1	x
Cc1cc(C)nc(SCC(=O)N/N=C/c2cccc([N+](=O)[O-])c2)n1	-5	-14	-3	-7	1	-5	24
O=C(Nc1ccc(C(=O)O)cc1)Nc1cccc2ccccc12	3	-2	-2	10	x	-3	x
CC(C)c1ccc(S(=O)(=O)N2CCC3(CC2)OCCO3)cc1	-2	x	0	3	6	-1	7
Cc1ccc(CC(=O)NCCS(=O)c2ccc(C)cc2)cc1 (centres undefined)	-7	-10	4	-3	-25	2	-13
CCN(CC)c1ccc(/C=N/Nc2nn[nH]n2)cc1	5	27	4	-7	x	12	-5
COc1ccc(S(=O)(=O)NCC2CCC(C(=O)NCC(OC)OC)CC2)cc1 (centres undefined)	0	1	-1	-4	-17	u	11
Cc1ccc2ncccc2c1NC(=S)NC(=O)c1ccccc1	-8	3	0	-12	-2	7	30
O=C(OCc1nc2ccccc2s1)c1ccc(Br)o1	6	-34	-3	-63	x	4	-6
CC(=O)Nc1ccc(Sc2ccccc2C(=O)O)cc1	2	3	-2	4	13	1	8
CCOC(=O)Cc1nc(-c2ccc(Cl)cc2)n[nH]1	-6	-4	-5	-10	0	16	-15
CCOC(=O)C1(Cc2ccccc2)CCN(Cc2cn[nH]c2-c2ccccc2)CC1	-2	23	0	28	30	-5	12
CC(C)(C)NC(=O)NC(=O)CN1CCN(C(c2ccccc2)c2ccccc2)CC1	7	5	3	20	6	-4	2
CC(OC(=O)c1cccc(S(=O)(=O)N2CCN(C)CC2)c1)C(=O)Nc1ccc(C(N)=O)cc1 (centres undefined)	9	0	1	-3	-11	-1	-17
Cc1ccccc1-c1ccc([C@H]2[C@@H](CO)N3C(=O)CN(C(=O)Nc4ccc(F)cc4)C[C@@H]23)cc1	0	-5	-4	19	x	10	9
COc1cc(OC)c(C(=O)Nc2cc(S(=O)(=O)N3CCOCC3)ccc2N2CCOCC2)cc1OC	4	19	x	4	x	u	3
C[C@H]1CN([C@@H](C)CO)S(=O)(=O)c2ccc(C3=CCCCC3)cc2O[C@H]1CN(C)Cc1ccccc1F	4	1	-1	7	0	11	x
CC(C)C#Cc1ccc2c(c1)O[C@@H](CN(C)S(C)(=O)=O)[C@H](C)CN([C@@H](C)CO)S2(=O)=O	-5	4	-1	-5	-4	-4	x
CCS(=O)(=O)C1C(=O)N(C)C(S(=O)(=O)CC)C(=O)N1C (centres undefined)	4	0	1	1	x	7	8
CCOC(=O)c1[nH]cnc1C(=O)Nc1ccccc1OC	1	3	-1	-8	-5	-4	8
CO[C@@H]1CN(C)C(=O)c2ccc(NC(=O)NC(C)C)cc2OC[C@@H](C)N(Cc2ccc(-c3ccccn3)cc2)C[C@@H]1C	-1	-14	x	24	-1	x	-5
CCC(=O)Nc1ccc2c(c1)C(=O)N(C)[C@H]1CC[C@H](CC(=O)N3CCCCC3)O[C@@H]1CO2	2	2	0	-1	2	-3	10
Cc1ccccc1N1Cc2ccccc2C1	-2	7	-5	x	-4	9	1
CC(C)NC(=O)N(C)C[C@@H]1Oc2c(NC(=O)C3CCCCC3)cccc2C(=O)N([C@@H](C)CO)C[C@@H]1C	-2	-4	3	3	-17	-3	6
COCCCn1c(SCC(=O)NC(C)(C)C)nnc1-c1cccs1	-5	-1	-4	2	4	2	-27
COc1ccc(CCCNC(=O)C2Cc3c(-c4ccc(NC(C)=O)cc4)ccnc3O2)cc1 (centres undefined)	0	0	-2	-3	x	1	x
O=C(CC1CC1)N1CC[C@H]2[C@H](CO)Nc3ccc(-c4ccccc4)cc3[C@H]21	1	5	2	-14	0	-21	14
Cc1ccc(OCCOC(=O)Nc2ccccc2)cc1	-1	-11	0	-20	-8	u	2
O=C1/C(=C/c2ccc(C(=O)O)cc2)CCC/C1=C\c1ccc(C(=O)O)cc1	x	x	x	19	-9	x	3
CC1(C)Cc2c(cnn2-c2ccc(F)cc2)C(NC(=O)C2=NNC(=O)CC2)C1 (centres undefined)	-3	x	1	-23	-3	1	-80
Cc1ccc(S(=O)(=O)NCCC(c2ccccc2)c2ccco2)cc1 (centres undefined)	x	x	x	13	-4	x	2
O=C(O)c1cc(N2C(=O)CCC2=O)ccc1NCc1cccnc1	4	-5	-1	11	-4	7	0
